# Bioassay records as filed in PubChem BioAssay.
# RXFP1 ag: RXFP1 (human) receptor agonism. Q9HBX9. HEK293T-RXFP1 cAMP TR-FRET, 30 min; response scale: percent of porcine relaxin response, buffer zero. Potency, µM (doses to about 57.5 µM), inactives show at the highest dose activation, actives largely listed as activators. hit rate 0.3% among 370,000; also: potency is read from the fitted curve at half-maximal effect; % is scaled to controls: 0 for no effect and ±100 for the full control effect; nearly all actives have a fitted effect of over 60% in size; many of its hits are not listed in these tables
#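 Agonist response is measured as cAMP accumulation in an RXFP1-transfected HEK293T line under PDE4 inhibition. Values are scaled between buffer-only and 29 nM porcine relaxin, and EC50s come from standard Hill equation fits.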
# D2 PAM: positive allosteric modulators of human D2 dopamine receptor. P14416. HEK293 T-REx D2, calcium flux, EC20 dopamine potentiation. potentiation, % at 10 µM. hit rate 0.34% among 340,000. AID 485347;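 active = potentiation over 3 SD above the plate norm, cut at about 30% in these data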; also: 0% is about no effect
# Target sequence (P14416 whole entry, looked up): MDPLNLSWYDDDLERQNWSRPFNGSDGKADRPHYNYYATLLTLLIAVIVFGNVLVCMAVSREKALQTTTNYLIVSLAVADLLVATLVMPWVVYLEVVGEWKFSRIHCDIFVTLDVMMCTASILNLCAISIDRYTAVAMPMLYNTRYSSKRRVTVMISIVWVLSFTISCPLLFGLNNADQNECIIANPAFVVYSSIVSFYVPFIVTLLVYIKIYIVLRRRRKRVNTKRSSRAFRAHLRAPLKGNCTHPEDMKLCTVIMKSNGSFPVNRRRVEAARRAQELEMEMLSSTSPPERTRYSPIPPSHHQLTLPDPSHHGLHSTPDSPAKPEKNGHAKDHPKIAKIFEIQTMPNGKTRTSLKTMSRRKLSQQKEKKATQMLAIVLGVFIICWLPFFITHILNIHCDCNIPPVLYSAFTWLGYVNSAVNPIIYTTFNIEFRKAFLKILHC
#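 Potentiation of an EC20 dopamine calcium response is measured in a force-coupled, tetracycline-inducible Hek293 Trex D2 line. Compound-only kinetic reads over 180 s flag agonists before dopamine addition.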
# LDHA block: blocks human lactate dehydrogenase A; P00338; purified LDHA, NADH/diaphorase-resazurin fluorescence; hits give low values; activity change, % (values are at about 110 or 230 µM); hit rate 0.15% among 480,000; in the data active = activity change below about -30%; inconclusive = mostly about -25% to -30%;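 also: plate controls were DMSO wells for no effect and wells without enzyme for full effect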
#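 Enzyme activity of human lactate dehydrogenase 5 (2 nM; 0.06 mM NADH, 0.2 mM pyruvate, 5 min, RT) is measured via a resazurin/diaphorase fluorescence readout of residual NADH.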
# Vif-A3G inh: blocks the Vif interaction with human APOBEC3G | Q9HC16 | HeLa A3G-eYFP + Vif (tagged APOBEC3G with the HIV-1 protein that degrades it), YFP fluorescence, overnight | Potency, µM (top dose mostly 46.1 µM), for inactives: top-dose activity, negative = active, usual class: inhibitors | hit rate 0.076% among 410,000;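 also: potency is read from the fitted curve at half-maximal effect; % is scaled to controls: 0 for no effect and ±100 for the full control effect; nearly all actives have a fitted effect of over 60% in size; hits raise eYFP signal because A3G escapes Vif-driven loss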
# Target sequence (Q9HC16 whole entry, looked up): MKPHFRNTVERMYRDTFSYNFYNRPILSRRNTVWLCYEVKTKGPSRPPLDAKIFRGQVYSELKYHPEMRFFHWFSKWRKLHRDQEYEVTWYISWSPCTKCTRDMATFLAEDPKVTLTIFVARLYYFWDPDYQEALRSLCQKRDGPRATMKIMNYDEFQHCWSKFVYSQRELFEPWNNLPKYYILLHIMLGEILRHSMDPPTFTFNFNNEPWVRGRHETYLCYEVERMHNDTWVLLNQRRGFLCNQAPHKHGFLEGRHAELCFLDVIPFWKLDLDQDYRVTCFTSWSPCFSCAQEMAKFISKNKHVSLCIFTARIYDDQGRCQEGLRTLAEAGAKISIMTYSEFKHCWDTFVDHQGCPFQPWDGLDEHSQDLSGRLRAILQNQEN
#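 Read-out is eYFP fluorescence (Ex 488/Em 500-530) from Vif-expressing HeLa A3G-eYFP cells; more signal means A3G escaped Vif-mediated degradation. Cells plated overnight, compound pinned in, incubated overnight at 37 deg C.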
# Vif-A3F inh: Vif-A3F binding inhibition; hit rate 0.2% among 390,000; HeLa A3F-eYFP + Vif (tagged APOBEC3F with the HIV-1 protein that degrades it), YFP fluorescence increase; Potency, µM (doses to about 46.1 µM), without a hit: top-dose activity, negative = active; also: potency is read from the fitted curve at half-maximal effect; % of control where 0% means no effect; nearly all actives have a fitted effect of over 65% in size
#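 Fluorescence increase (Ex 488/Em 500-530) after overnight compound treatment at 37 deg C flags inhibition of Vif-driven A3F-eYFP loss in stable HeLa A3F-eYFP/Vif cells seeded overnight beforehand.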
# GRP78 ERSR act: induces the endoplasmic reticulum stress response in human glioma cells. U87-MG GRP78 promoter luciferase reporter, 16 h. Potency, µM, for the others: at the top dose activation, most hits filed as activators. hit rate 0.02% among 420,000; also: potency is read from the fitted curve at half-maximal effect; series mostly up to about 76 µM; % of control where 0% means no effect; nearly all actives have a fitted effect of over 35% in size
#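 ERSR induction read as luciferase luminescence (Bright-Glo, 10 min at room temperature) in stably transfected human U87-MG glioma cells exposed to compounds for 16 h, using GRP78 as sensor.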
# D1 antagonist: antagonists of human D1 dopamine receptor | hit rate 3.2% among 360,000 | HEK293 TREx D1 cells, calcium flux, dopamine EC80; hits give low values | AID 504652 | activity change, negative = inhibition, % at 10 µM | P21728; in the data active = activity change below about -30%; also: % is scaled to controls: 0 for no effect and ±100 for the full control effect
#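 Inducible Hek293 Trex D1 cells (tetracycline, overnight, 30 C). Calcium dye 30–90 min RT. Antagonist mode: EC80 dopamine added after 180 s compound read.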
# D1 agonist: activates the human D1 dopamine receptor | P21728 | HEK293 T-REx D1 cells, calcium flux, agonist mode | activation, % at 2 µM | hit rate 1% among 360,000 | AID 504660; in the data active = activation above about 30%; also: 0% is about no effect
#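 Tetracycline-induced HEK293 TREx D1 cells, force-coupled to calcium signalling, were dye-loaded with a no-wash calcium kit. Compound was pin-added after a 10 s baseline. Fluorescence was read kinetically at 1 cycle/s for 180 s, with calcium rises flagged as agonism.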
# D1 potentiator: human D1 dopamine receptor positive modulation | P21728 | hit rate 0.036% among 360,000 | HEK293 TREx D1 cells, calcium flux, dopamine EC20 potentiation | potentiation, % at 10 µM; in the data active = potentiation above about 30%; also: 0% is about no effect
# Numbers without * were called inactive; u = inconclusive; x = no result given; & = joins results of further samples. Unless noted, calls follow the shape of the dose curve; as a rule, active = well fitted curve in the direction sought with a large enough effect; inconclusive = small, poorly fitted or top-dose-only effect, or another doubt; inactive = no such curve, though single readings can be large; an effect the other way counts as inactive or inconclusive.
SMILES,RXFP1 ag,D2 PAM,LDHA block,Vif-A3G inh,Vif-A3F inh,GRP78 ERSR act,D1 antagonist,D1 agonist,D1 potentiator
COCCN(CC(=O)Nc1cccc(C)c1C)C(=O)c1oc2c(Cl)cccc2c1C,2.2%,-14,-4,-2%,6%,-3%,5,3,x
CCN1CCC2(CC1)C(C#N)=C(N)Oc1c2sc2nc(C)cc(C)c12,5.0%,-23,6,-16%,-14%,1%,-2,26,-9
CCCNC(=O)c1ccc(-c2nc(CS(=O)(=O)c3ccc(C)cc3)c(C)o2)cc1,0.3%,3,-8,-6%,2%,-2%,-16,-1,-1
CS(=O)(=O)c1ccc(Cl)c(NC(=O)COC(=O)c2ccc(F)cc2Cl)c1,2.3%,-5,-4,1%,5%,-3%,-8,3,3
Cc1cc2c(cc1C)C(c1ccccc1Br)CC(=O)N2 (centres undefined),0.6%,-9,-1,u,-2%,-6%,25,5,0
O=C(Nc1nc(-c2cccs2)cs1)C1=COCCO1,4.8%,15,-1,-13%,-14%,2%,-82*,0,-5
CC1CCN(Cc2nnnn2CCCC(=O)NCCN2CCOCC2)CC1,-7.2%,-1,-9,-1%,-24%,-4%,-5,3,3
CCOC(=O)Nc1cc(N)ncn1,x,x,-2,1%,15%,-3%,x,x,x
O=C(NC(=O)N1CCN(c2ccccc2F)CC1)c1ccccc1,-0.7%,-24,-15,2%,-1%,-2%,-14,0,-4
O=C1CSC(c2ccccc2)N1c1cccnc1 (centres undefined),-0.4%,-3,-13,-1%,-5%,-5%,-19,1,0
CCOC(=O)c1[nH]c2ccccc2c1NC(=S)Nc1cccc(C)c1,10%,-3,-7,-10%,1%,2%,9,-2,-4
CC(C)NC(=O)COc1coc(CN2CCN(Cc3ccccc3)CC2)cc1=O,4.2%,1,-7,3%,-2%,0%,18,6,-1

# The list goes on; the last three above are carried over.
SMILES,RXFP1 ag,D2 PAM,LDHA block,Vif-A3G inh,Vif-A3F inh,GRP78 ERSR act,D1 antagonist,D1 agonist,D1 potentiator
O=C1CSC(c2ccccc2)N1c1cccnc1 (centres undefined),-0.4%,-3,-13,-1%,-5%,-5%,-19,1,0
CCOC(=O)c1[nH]c2ccccc2c1NC(=S)Nc1cccc(C)c1,10%,-3,-7,-10%,1%,2%,9,-2,-4
CC(C)NC(=O)COc1coc(CN2CCN(Cc3ccccc3)CC2)cc1=O,4.2%,1,-7,3%,-2%,0%,18,6,-1
O=C(CSc1nnnn1Cc1ccccc1)NC1CCCCC1,1.7%,0,-3,-12%,1%,-3%,27,0,-1
CCN(CC)c1ccc(/C=N/NC(=S)NC)c(O)c1,1.1%,-20,8,-9%,u,8%,3,0,-4
CN(C)CCCNC(NC(=O)/C=C/c1ccccc1)C(Cl)(Cl)Cl (centres undefined),-0.2%,-12,-5,-5%,7%,0%,-10,0,-7
CCc1ccc(NC(=S)N(CCC(C)C)C2CCN(C(C)=O)CC2)cc1,-1.2%,-6,-9,-11%,-2%,-3%,-3,1,-2
CCOc1ccc(NC(=S)N2CCN(S(=O)(=O)c3ccc(C)cc3)CC2)cc1,-1.0%,-5,-10,-1%,-2%,-2%,-4,5,-6
C=CCC(NCc1ccco1)c1ccc(OC)c(OC)c1 (centres undefined),0.2%,-6,-6,0%,x,-2%,-2,3,2
CS(=O)(=O)N1CCC(C(=O)Nc2ccc(F)cc2)CC1,0.3%,11,-4,7%,0%,-4%,28,2,-5
O=C(NC1CCCC1)c1cnn2c(C(F)(F)F)cc(-c3ccc4c(c3)OCO4)nc12,1.0%,-4,-7,-1%,-8%,0%,-4,0,7
Cc1cc(C)c(S(=O)(=O)N2CCC(C(N)=O)CC2)cc1C,1.5%,-2,-4,-2%,-7%,-3%,4,1,16
COCCN(C(=S)Nc1cccc(OC)c1)C1CCN(C(C)=O)CC1,0.0%,2,-5,3%,2%,-5%,11,0,-2
O=C(CCCc1nc(-c2ccccc2)no1)N1CCOCC1,-0.2%,21,-9,0%,7%,1%,12,5,0
CCOc1cc(C(=O)N/N=C\c2cn(CC)nc2C)cc(OCC)c1OCC,-1.5%,14,-2,-16%,4%,-5%,-7,1,-8
Cc1cc(/C=C2\C(=N)N3N=C(C(C)C)SC3=NC2=O)c(C)n1Cc1ccccc1,-1.9%,-5,1,-4%,18%,-1%,-40*,112*,-2
CCN(CC)C(=O)c1cccc2c1C(=O)c1ccccc1-2,-0.4%,-7,-1,1%,-1%,-5%,-5,-3,-6
CCCC(=O)NC(c1ccc(N(C)C)cc1)c1ccc2cccnc2c1O (centres undefined),-1.3%,-8,28,-31%,-8%,-3%,0,12,5
O=C1CCC(=O)N1OCCCOc1ccc(Br)cc1Cl,0.2%,-9,1,1%,2%,-3%,-4,5,0
O=C(Cn1nc(C(=O)O)c2ccccc2c1=O)Nc1ccc(Cl)c(S(=O)(=O)N2CCOCC2)c1,x,x,-4,-6%,-10%,-1%,x,x,x
NC(=O)c1ccc(NC(=O)Cn2c(=O)n(-c3ccccc3)c(=O)c3oc4ccccc4c32)cc1,1.9%,4,0,-2%,-13%,0%,0,2,-4
CC(C)(C)OC(=O)N[C@@H](Cc1ccccc1)c1nnc(SCC(=O)O)o1,0.9%,-2,-11,2%,-14%,-3%,9,2,-1
COc1cc(CCN2C(=O)c3cccc4cccc(c34)C2=O)c(S(=O)(=O)N2CCC(C)CC2)cc1OC,-0.9%,-2,0,-2%,1%,-4%,-2,5,1
O=C(CCNC(=O)Cn1ccc2ccccc2c1=O)NCc1ccccn1,3.0%,4,-9,-18%,0%,1%,11,2,-3
CC1=C(c2ccc(Cl)cc2)S(=O)(=O)N=C1N1CCN(c2cccc(C(F)(F)F)c2)CC1,0.4%,-6,-8,2%,-7%,0%,-1,5,-1
Cc1cc(C(=O)Nc2sc(C)c(-c3ccc(F)cc3)c2C(N)=O)no1,1.0%,-8,0,-4%,-2%,1%,13,-1,3
C/C(CC(=O)Nc1cc(Cl)ccc1Cl)=N\NC(=O)c1ccco1,1.3%,3,-1,-6%,2%,2%,-1,5,-10
Cc1ccccc1N(C(=O)Cn1nnc(-c2ccc(F)cc2)n1)C(C(=O)NC(C)(C)C)c1ccncc1 (centres undefined),-0.1%,9,1,-1%,-11%,-1%,-35*,14,-4
O=C(NNS(=O)(=O)c1ccc([N+](=O)[O-])cc1)c1ccc2ccccc2c1O,0.2%,9,6,-1%,3%,-1%,-4,4,-3
COc1ccc(CC(=O)Oc2ccc(C)cc2Br)cc1S(=O)(=O)N1CCOCC1,1.0%,-2,0,4%,3%,0%,-7,6,-15
CC(=O)OCCNC(=O)c1cccnc1,0.4%,-12,-11,-1%,-3%,2%&-1%,0,0,3
COc1cccc(C(c2nnnn2CS(=O)(=O)c2ccc(C)cc2)N2CCN(C)CC2)c1OC (centres undefined),0.3%,3,-3,-1%,-7%,-3%,0,0,-1
COc1ccc(Cn2ccc3nc(C)c(C(=O)Nc4cccc(SC)c4)cc3c2=O)cc1,-3.8%,-8,-15,-8%,-2%,-4%,0,3,-5
COc1ccc(NC(=O)CSc2nc(N)cc(N)n2)cc1S(=O)(=O)N1CCCCC1,-0.9%,-9,0,-12%,-4%,-5%,6,0,-3
CCOc1ccc(Nc2nc(C)c(NC(=O)c3ccc(C)cc3)c(Nc3ccc(OCC)cc3)n2)cc1,-0.3%,-1,-4,-5%,-3%,-4%,6,2,1
CCOC(=O)N1CCN(C(=O)Cn2ncc3ccccc32)CC1,-0.3%,2,-5,-1%,2%,-1%,-10,-3,0
CN(CC(=O)N1CCc2ccccc21)S(=O)(=O)c1ccc(Cl)cc1,1.4%,4,1,-1%,0%,4%,-11,-3,-1
CCC(=O)OCC(=O)Nc1cc([N+](=O)[O-])ccc1Cl,-0.8%,-2,-5,0%,9%,-2%,12,0,5
CCC(C)(C)n1nnnc1C(c1cccnc1)N1CCN(c2cccc(C(F)(F)F)c2)CC1 (centres undefined),3.5%,-3,3,5%,x,-4%,35,1,-7
COc1cc(C(=O)Nc2ccc3c(c2)OCO3)c([N+](=O)[O-])cc1OC,0.1%,-2,-1,2%,-21%,-5%,-28,4,-6
CCOC(=O)c1cc2c(ccn2-c2ccc(F)cc2)n1CC(=O)NC(C)(C)C,-0.1%,-7,x,x,x,x,-3,2,1
Cc1ccc(NC(=O)COC(=O)CCc2c(C)nc3ncnn3c2C)cc1C,x,x,0,-3%,-1%,-4%,x,x,x
CC1CC(CC(=O)Nc2nc(-c3ccccc3)cs2)C(=O)O1 (centres undefined),2.3%,1,-6,-1%,0%,1%,-7,3,-2
Cc1ccc(C(=O)c2c3ccccc3[n+]([O-])n2[C@@H](C)C(N)=O)cc1,0.1%,26,9,-4%,-6%,4%,1,-1,3
Cc1ccccc1Nc1nnc(C)c(=O)[nH]1,2.6%,2,-2,0%,2%,-6%,-3,0,-2
CCCS(=O)(=O)c1c(S(=O)(=O)CCC)c2c(C)cccn2c1C(=O)OC,1.2%,6,-6,-8%,-17%,-2%,-4,-2,-1
CCCCc1nc2ccccc2[nH]1,2.6%,x,-6,2%,7%,-2%,2,1,3
O=C(Cn1cc(Cl)c([N+](=O)[O-])n1)NCCC1=CCCCC1,4.7%,-1,-8,6%,-2%,4%,-20,2,-3
CSc1ccccc1NC(=O)CN(C)C(=O)CCc1c[nH]c2ccccc12,-0.7%,-4,-2,0%,-11%,-2%,-28,3,-8
CCc1ccc2nc(NC(=O)c3cc(C)on3)sc2c1,1.7%,-10,-2,u,-5%,-2%,-7,3,-9
O=C1C2CC=CCC2C(=O)N1c1n[nH]c(CCc2ccccc2)n1 (centres undefined),1.7%,3,-4,0%,5%,-6%,-3,2,-7
CN(N)c1nc(N2CCCC2)nc(N2CCCC2)n1,x,x,2,-2%,0%,-4%,x,x,x

# Single records (already shown). Order of values: RXFP1 ag | D2 PAM | LDHA block | Vif-A3G inh | Vif-A3F inh | GRP78 ERSR act | D1 antagonist | D1 agonist | D1 potentiator
# Cc1ccc(C(=O)c2c3ccccc3[n+]([O-])n2[C@@H](C)C(N)=O)cc1 as listed: 0.1% | 26 | 9 | -4% | -6% | 4% | 1 | -1 | 3
# CCc1ccc2nc(NC(=O)c3cc(C)on3)sc2c1 as listed: 1.7% | -10 | -2 | u | -5% | -2% | -7 | 3 | -9

# The list is partial; count on the stated rates, not on these rows.
